mcGAS RapidFire: inhibitors of Mus musculus cyclic GMP-AMP synthase, initial high-throughput assay, cell-free, RapidFire MS; recombinant mouse cGAS, cGAMP by RapidFire MS; inhibition, % at 12.5 µM; 130,000 compounds, 0.18% hits;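 active = inhibition of cGAS enzyme activity at or above 60%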;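 note: enzyme stimulated by 45 bp dsDNA with ATP and GTP substrates; cGAMP share of summed cGAMP plus half ATP and half GTP signals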
Target sequence (Q8C6L5 whole entry, looked up): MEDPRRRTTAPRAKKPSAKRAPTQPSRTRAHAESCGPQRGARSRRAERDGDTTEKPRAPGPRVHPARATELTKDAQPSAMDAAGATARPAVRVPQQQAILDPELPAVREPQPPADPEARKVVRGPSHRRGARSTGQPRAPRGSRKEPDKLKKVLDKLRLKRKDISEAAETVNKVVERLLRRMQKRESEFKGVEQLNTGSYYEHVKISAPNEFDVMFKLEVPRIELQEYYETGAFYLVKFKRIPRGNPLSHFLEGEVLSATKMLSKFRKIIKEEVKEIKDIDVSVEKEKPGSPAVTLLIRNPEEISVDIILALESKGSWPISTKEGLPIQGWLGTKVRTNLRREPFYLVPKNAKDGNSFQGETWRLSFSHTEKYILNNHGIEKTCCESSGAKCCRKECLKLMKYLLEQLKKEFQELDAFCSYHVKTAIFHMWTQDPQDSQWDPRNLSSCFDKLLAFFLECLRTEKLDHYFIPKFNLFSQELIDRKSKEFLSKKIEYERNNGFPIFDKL
Starred values were filed as active, the others as inactive; & = joins results of further samples.

SMILES | mcGAS RapidFire
COc1ccc(CNC(=O)CN2C(=O)CC(c3ccccc3)=Nc3ccccc32)cc1 | -11
COc1cccc(-n2sc3c(c2=S)-c2cccc4c2N(C(=O)C4=O)C3(C)C)c1 | -29
CC1(c2cc(F)ccc2F)NC(=O)N(CC(=O)N(CCc2ccccc2)CCc2ccccc2)C1=O (centres undefined) | -8
CC1CN(C(=O)c2cc(Br)c[nH]2)CC(C)O1 (centres undefined) | -3
Cc1noc(C)c1-c1cccc([N+](=O)[O-])c1 | -3
CCC(C)N(Cc1ccc(C)cc1)C(=O)CCC1CCN(C)CC1 (centres undefined) | -11
CCOC(=O)CN(CC(F)(F)F)C(=O)Cc1c[nH]c2ccccc12 | 7
COCC(=O)Nc1ccccc1-c1cccc(Cl)c1Cl | -9
N#CCSc1nnc(CN2CCCCC2)n1-c1ccccc1C(F)(F)F | -4
O=C(CSc1nncs1)c1cccs1 | 44
CC1=C(C(=O)N(C)Cc2ccc3nsnc3c2)C(C)NC(=O)N1 (centres undefined) | -22
CCCn1nnnc1COc1c(Br)cccc1Br | 2
O=[N+]([O-])c1cc2c(c(CSc3nc4cc(Cl)ccc4s3)c1)OCOC2 | -6
S=c1[nH]c2ccc(Cl)cc2[nH]1 | -4
CCOC(C)C(=O)Nc1cc(C(=O)N(C)C)ccn1 (centres undefined) | -6
COCCn1cc(NC(=O)NCC(C)O)c2ccccc21 (centres undefined) | -6
Cc1cccc(-n2cnc(Cl)c2C2SCC(=O)N2CCO)c1 (centres undefined) | 4
CCCCc1nn2c(N)c(C=C3C=CC(=O)C=C3)c(=O)nc2s1 | 0
COC(=O)CCc1c(C)nc2c(c(-c3cccs3)nn2C2CCS(=O)(=O)C2)c1C (centres undefined) | -18
Cc1cc(NCc2ccccc2)c2nncn2n1 | -5
CC(C)N1CCNC(=O)C1CC(=O)N1CCc2[nH]c3ccc(Cl)cc3c2C1 (centres undefined) | 8
CCc1cc(C(=O)N2CCCC(CCC(=O)NCc3cccc(OC)c3)C2)no1 (centres undefined) | -5
COC(=O)c1ccc([C@@H]2C[C@H]3CN(Cc4cccc(Cl)c4)C(=O)[C@]34CCCN24)cc1 | -7
Cn1ncc2c1CCCC2NCc1cccc(F)c1 (centres undefined) | -1

Quoted at random: 7 entries already listed.
SMILES | mcGAS RapidFire
COc1cccc(-n2sc3c(c2=S)-c2cccc4c2N(C(=O)C4=O)C3(C)C)c1 | -29
COc1ccc(CNC(=O)CN2C(=O)CC(c3ccccc3)=Nc3ccccc32)cc1 | -11
CC(C)N1CCNC(=O)C1CC(=O)N1CCc2[nH]c3ccc(Cl)cc3c2C1 (centres undefined) | 8
CCOC(C)C(=O)Nc1cc(C(=O)N(C)C)ccn1 (centres undefined) | -6
O=[N+]([O-])c1cc2c(c(CSc3nc4cc(Cl)ccc4s3)c1)OCOC2 | -6
Cc1cccc(-n2cnc(Cl)c2C2SCC(=O)N2CCO)c1 (centres undefined) | 4
CC1(c2cc(F)ccc2F)NC(=O)N(CC(=O)N(CCc2ccccc2)CCc2ccccc2)C1=O (centres undefined) | -8

The results go on.
SMILES | mcGAS RapidFire
O=C(Cc1ccsc1)N1CCc2[nH]nc(-c3ccc4c(c3)OCO4)c2C1 | -1
COc1ccc(Nc2nn(-c3ccccc3)c3c2C(=O)CCC3)cc1 | 0
CC(c1nc2ccccc2c(=O)[nH]1)N(C)CCOc1ccccc1Cl (centres undefined) | -32
COc1cccc(OCc2nc(C(=O)N[C@@H]3C[C@H]3c3ccccc3)co2)c1 | -4
Cc1cccc(C(=O)NCC2COc3ccccc3O2)c1 (centres undefined) | 3
CCn1c(C)cc(O)c(C(c2ccccn2)N2CCC(C)CC2)c1=O (centres undefined) | -11
CCOc1ccc(-c2nnc(SC(F)F)n2CCC(=O)O)cc1 | 4
CCc1ocnc1C(=O)N(C)Cc1csc(-c2ccccc2)n1 | -7
O=[N+]1C(c2ccccc2)=C(c2ccccc2)N([O-])C2CCCCC21 (centres undefined) | -4
O=c1c2cc3c(cc2nc(SCc2cc(=O)n4cc(Br)ccc4n2)n1CCC1=CCCCC1)OCO3 | -3
COc1cccc(NC(=O)C2(C)CCN2C(=O)C/C=C/c2ccccc2)c1 (centres undefined) | -14
COc1cc(CNc2ccc(CC(=O)NCc3cccc(C)c3)cc2)cc(OC)c1 | -9
Cc1ccccc1Cn1cc(C(=O)N2CCCN(Cc3cccs3)CC2)nn1 | -8
CCc1cn[nH]c1C1CCN(C(=O)c2cc(C)nc3c2cnn3C(C)C)CC1 | -5
O=C1CCC(C(=O)Nc2ccc(Cl)cc2C(=O)N2CCCC2)N1 (centres undefined) | -10
COc1ccncc1I | -10
Cc1ccccc1-c1nccn1CCc1n[nH]c2c1CCCC2 | -9
CC1c2ccsc2CCN1C(=O)c1ccc(NC2CC2)nc1 (centres undefined) | -13
CCN(C(=O)Cc1ccncc1)C1CCS(=O)(=O)C1 (centres undefined) | -27
Cc1ccc(F)cc1NCCOc1ccc(S(N)(=O)=O)cc1 | -1
Cc1nc(C(C)NC(=O)CCc2c[nH]c3ccccc23)n[nH]1 (centres undefined) | -35
Cc1cc(N2C(=O)c3oc4ccccc4c(=O)c3C2c2ccc([N+](=O)[O-])cc2)no1 (centres undefined) | -8
CCCCCCCn1c(CN2CCCCC2C)nc2c1c(=O)n(C)c(=O)n2C (centres undefined) | -5
COc1ccc(/C=C\C(=O)Nc2cc(-c3cccs3)nn2-c2nc(C)c(C)c(=O)[nH]2)cc1OC | -3
CC12CCC(C(=O)N(c3nccs3)C1=O)C2(C)C (centres undefined) | -5
CC(C)(C)C(Cc1ccccc1)Nc1cc(Cl)nc(N)n1 (centres undefined) | -14
Cc1nc(C)c(CC(=O)N2CCc3c([nH]c4ccccc34)C2c2ccccn2)s1 (centres undefined) | 2
CCCc1nc(C)c(C(=O)N2CCCN(C(=O)Nc3cccc(Cl)c3)CC2)s1 | -12
Clc1ccc(C2CN(Cc3cc(-c4cccnc4)no3)CCO2)cc1 (centres undefined) | -7
CC(=O)c1cccc(Nc2nnc(C(C)(C)C)c(=O)[nH]2)c1 | -1
Cc1ccc2c(c1)N(C(=O)CN1CCN(Cc3ccccc3C)S1(=O)=O)CCO2 | -4
O=C1CCCN1CCn1ccnc1-c1ccc(-c2ccn[nH]2)o1 | 7
CCn1c(C)cc(O)c(C(c2ccc(C)cc2)N2CCN(C)CC2)c1=O (centres undefined) | -11
COc1nn(C)cc1C(=O)N1CCN(C(C)=O)CC1 | -12
Cc1nn(C)c(=O)c2c1cnn2C(C)(C)C | -2
CC(C)Cc1cc(CN2CCN(c3ncnc4ccsc34)CC2)[nH]n1 | -8
C=CCn1c(=O)c2c(nc3n(-c4cc(OC)ccc4OC)c(C)c(C)n23)n(C)c1=O | -6
CCOc1ccc(-n2nc3c(=O)n(CCN4CCCCC4)nc(C)c3c2C)cc1 | 0
CCC(C)NC(=O)CS(=O)(=O)CCCC(=O)NC(=O)NC (centres undefined) | -5
Nc1c(C(=O)CSc2nc3ncccn3n2)c(=O)[nH]c(=O)n1C1CC1 | -5
CCCS(=O)(=O)N1CCC(Nc2nn3cc(C(C)(C)C)nc3s2)CC1 | 8
Cc1c(NC(=O)c2cccc(CN3CC[C@@H]4CCCC[C@H]4C3)c2)cnn1C | -4
Cc1cc(-n2cnnc2)ncc1-c1ccc(O)cc1 | -7
CCCCOc1ccc(NC(=O)N2CCC(c3nc4ccccc4[nH]3)CC2)cc1 | -2
CCC(C)NS(=O)(=O)c1cc(C)ccc1OC (centres undefined) | -6
CC(C)NC(=O)CN1C(=O)CSC1=CC(=O)C1CC1 | -7
OC(CN(Cc1cccs1)C1CC1)c1ccccc1Cl (centres undefined) | -8
CN(C(=O)c1cc2ccccc2s1)[C@@H]1CS(=O)(=O)C[C@H]1O | -15

Sorted by heavy-atom count (highest first): some entries from above.
SMILES | mcGAS RapidFire
CCCCOc1ccc(NC(=O)N2CCC(c3nc4ccccc4[nH]3)CC2)cc1 | -2
CCCS(=O)(=O)N1CCC(Nc2nn3cc(C(C)(C)C)nc3s2)CC1 | 8
Cc1cc(-n2cnnc2)ncc1-c1ccc(O)cc1 | -7

(continued)
SMILES | mcGAS RapidFire
CC(NC(=S)N(C1CC1)C1CCS(=O)(=O)C1)c1ccccc1 (centres undefined) | -8
COc1nn(C)cc1C(=O)Nc1ccc(C(N)=O)cc1 | -11
Cc1cc(NC(=O)C2CCN(C(=O)C3(c4cccs4)CCCC3)CC2)no1 | -7
CCN(CC)c1ncccc1CNCc1cccn1-c1cccnc1 | -7
COC(=O)c1cccc(CN2C(=O)C(Cc3ccccc3)ON=C2c2ncccc2C)c1 (centres undefined) | -2
Cc1ccc(C(O)(CCNC(=O)Nc2ccc(C#N)cc2)C(F)(F)F)o1 (centres undefined) | -6
COC(=O)CCc1c(C)nc2c(c(-c3ccc(F)cc3)nn2C2CCS(=O)(=O)C2)c1C (centres undefined) | -9
CO[C@H]1C=CO[C@@]2(C)Oc3c(C)c(O)c4c(O)c(c(C=NN5CCN(C6CCCC6)CC5)c(O)c4c3C2=O)NC(=O)/C(C)=C\C=C/[C@H](C)[C@H](O)[C@@H](C)[C@@H](O)[C@@H](C)[C@H](OC(C)=O)[C@@H]1C | 6
O=C(CN1CCCCCC1=O)NNC(=O)CN1C(=O)CNC1=O | -11
COc1ccc(S(=O)(=O)NCC2CCCN(Cc3ccccc3C)C2)cc1 (centres undefined) | -3
CCOC1CC(OC(=O)c2csc(C)n2)C12CCCC2 (centres undefined) | 3
N#Cc1nccnc1Nc1cccc(Nc2ccccc2)c1 | -3
CCN(C1CCS(=O)(=O)C1)S(=O)(=O)c1ccc(Br)cc1 (centres undefined) | -6
CCC(CC)C(CN=C(N)N(C)C)N(C)C (centres undefined) | -1
O=c1ccc(S(=O)(=O)N2CCCC2)cn1Cc1nnc(-c2cccs2)o1 | -3
CCc1ccc2oc3c(c(=O)c2c1)C(c1ccccn1)N(c1cc(C)on1)C3=O (centres undefined) | -7
COc1ccc(-c2cc(-c3ccccc3)cc(-c3ccc(OC)cc3)[o+]2)cc1 | 6
CC(C)c1nc(CNC(=O)c2cc(COc3c(F)cccc3F)on2)cs1 | -3
Clc1ccc(C2=Nc3ncnn3C(c3cccc4ccccc34)C2)cc1 (centres undefined) | -4
CCCC(=O)N1CCCC1(C)C(=O)Nc1cc(OC)c(OC)c(OC)c1 (centres undefined) | 0
CCC(=O)N1CCN(c2ccc(-n3cccn3)nn2)CC1 | -8
O=C1CCCC2(O)C1C(c1cccc(Br)c1)NC(=O)N2Cc1ccccc1 (centres undefined) | -7&2
Cc1ccc(C(=O)N/C(=C/c2cccc3ccccc23)C(=O)Nc2cccc(O)c2)cc1 | -3
CC(C)CC(NC(=O)Cc1ccsc1)c1nc2ccccc2[nH]1 (centres undefined) | 5
c1ccc(-c2ccc(-c3nc(-c4cccnc4)no3)cc2)cc1 | -19
CCOC(=O)c1sc(N=NC2=C(O)CC(C)(C)CC2=O)c(C(=O)OCC)c1C | -13
CC1C(=O)N2CCCc3cc(S(=O)(=O)N(Cc4ccccc4)c4ccccc4)cc1c32 (centres undefined) | 0
CC1=NN(c2ccc(C(=O)N(C)Cc3ccccc3O)cc2)CC1 | -16
CC(=O)NC(CCS(C)(=O)=O)C(=O)Nc1ncn[nH]1 (centres undefined) | -7
CC(C)CCC(C)NC(=O)CN1CCC(C)CC1 (centres undefined) | 0
CC(C)n1nc(C(=O)NCc2ccco2)c2ccccc2c1=O | 4
CCC(=O)Nc1ccc(C)c(NC(=O)C(C)N2CCCCCC2)c1 (centres undefined) | -4
Cc1cc(NC(=O)Cn2ccc(-c3ccccc3C(F)(F)F)n2)n(C)n1 | -11
c1ccc2[nH]c(CC3CCCN(c4ncnc5c4CCNC5)C3)nc2c1 (centres undefined) | -12
CC(C)C(CNC(=O)C1CCC1)N1CCc2ccccc2C1 (centres undefined) | -7
Cc1ccc(CN(C)c2ccc(S(N)(=O)=O)cn2)cc1 | -11
COc1ccc(N2CCN(Cc3nc(N)nc(N4CCCc5ccccc54)n3)CC2)cc1 | 1
COc1ccc(-c2nc(C(=O)Nc3ccc4c(c3)S(=O)(=O)CC4)cs2)cc1 | 4
COc1cccc(C2Nc3ccccc3C(=O)N2CC(F)(F)F)c1 (centres undefined) | -6
Cc1ccsc1S(=O)(=O)N1CC(c2cccnc2)C1 | -27
COCCc1ccc(OCC(O)CNC(C)C)cc1 (centres undefined) | -5&6
O=C1OCCC1C(=O)c1ccc(Br)cn1 (centres undefined) | -7
COCCS(=O)(=O)c1ncc(CN2CCCO2)n1Cc1ccccc1 | -5
O=C1CCCC/C1=C/Nc1ccc(Br)cn1 | -2
CCNC(=O)C1(C)CCCN(Cc2csc3ccccc23)C1 (centres undefined) | -8
COc1ccc(-n2ncc(C(C)NS(=O)(=O)c3ccc(C(C)=O)cc3)c2C)cc1 (centres undefined) | -3
CC(C)c1nnsc1CN1CCCC2(CNC(=O)O2)C1 (centres undefined) | -9
Cc1nnc2c3c4c(sc3ncn12)CC(C)CC4 (centres undefined) | -5

Laid out differently: results already given
| mol | mcGAS RapidFire |
| --- | --- |
| COCCS(=O)(=O)c1ncc(CN2CCCO2)n1Cc1ccccc1 | -5 |
| CC(C)c1nnsc1CN1CCCC2(CNC(=O)O2)C1 (centres undefined) | -9 |
| COc1cccc(C2Nc3ccccc3C(=O)N2CC(F)(F)F)c1 (centres undefined) | -6 |

Other compounds:
SMILES | mcGAS RapidFire
CC1(C(=O)NS(=O)(=O)c2ccc(Cl)s2)CCN1C(=O)CC1CC1 (centres undefined) | -10
CCOc1cc2ccccc2cc1C(=O)NC1=NCCS1 | -1
Cc1cn2c3c(=O)[nH]c(=O)n(C)c3nc2n1CCOCCO | -2
CC(C)(C)OC(=O)C(C#N)c1cnccn1 (centres undefined) | -7
COc1cc(OC)cc(C2=NC3(CCCC3)NC2=O)c1 | -7
Cc1ccc2[nH]cc(-c3ccccc3C(N)=O)c2c1 | -22
O=C(CCc1nnc(CCc2c[nH]c3ccccc23)o1)N1CCC(c2ccccc2Cl)C1 (centres undefined) | -9

A portion of the library. The share of hits here may be higher or lower than overall.
